mcGAS inh – cyclic GMP-AMP synthase inhibitors, mouse, primary biochemical chemiluminescence; AID 1259399, 2018; inhibition, % at 12.5 µM; Q8C6L5; recombinant cGAS, Kinase-Glo ATP depletion luminescence; hit rate 0.15% among 160,000;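 also: 0% = negative control wells and 100% = reference inhibitor with no enzyme activity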
hcGAS lum – Primary biochemical luminescence assay for human cyclic GMP-AMP synthase inhibitors; recombinant h-cGAS, ATP depletion, Kinase-Glo luminescence; hit rate 0.081% among 290,000; Q8N884; AID 1259398, 2018; inhibition, % at 12.5 µM;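 also: 0% = vehicle reaction and 100% = reaction without DNA for no activity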
Target sequence (Q8N884 whole entry, looked up): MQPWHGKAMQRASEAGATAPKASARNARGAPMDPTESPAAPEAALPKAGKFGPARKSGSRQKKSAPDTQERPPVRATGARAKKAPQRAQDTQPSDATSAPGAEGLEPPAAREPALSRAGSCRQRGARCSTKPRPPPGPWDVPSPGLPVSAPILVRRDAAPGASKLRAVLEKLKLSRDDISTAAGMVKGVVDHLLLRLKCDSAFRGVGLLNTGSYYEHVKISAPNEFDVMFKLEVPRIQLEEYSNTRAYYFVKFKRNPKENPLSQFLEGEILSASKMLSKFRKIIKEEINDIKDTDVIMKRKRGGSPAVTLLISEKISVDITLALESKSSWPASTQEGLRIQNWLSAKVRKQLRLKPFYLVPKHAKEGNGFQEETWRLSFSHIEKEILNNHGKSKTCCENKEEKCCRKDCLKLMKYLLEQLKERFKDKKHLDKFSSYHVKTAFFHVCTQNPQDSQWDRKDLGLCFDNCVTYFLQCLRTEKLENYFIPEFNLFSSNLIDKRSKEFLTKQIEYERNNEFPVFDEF
NPYLR7 agonist – agonists of mosquito NPYLR7 receptor, primary screen, cell-based, Aedes aegypti, calcium fluorescence, mosquito biting behavior; Aedes aegypti neuropeptide Y-like receptor 7 (NPYLR7); HEK293T NPYLR7/Galpha15, GCaMP6s calcium fluorescence; activation, % at 10 µM; hit rate 0.15% among 270,000; AID 1259423, 2018; in the data active = activation above about 40%;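 also: 0% = vehicle and 100% = reference agonist at the receptor; some compounds past the cut are filed as inactive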
Starred values were filed as active, the others as inactive; x = no result given; & = joins results of further samples. Rule as the data show it, unless noted: active = inhibition above about 40%; inactive = the rest.

Values run as follows: mcGAS inh	hcGAS lum	NPYLR7 agonist
> O=[N+]1C=C(c2cccc(C(F)(F)F)c2)N([O-])C2CCCCC21 (stereo not given)
    x	-2	-3
> COCCCNC(=O)CN1CN(c2ccccc2)C2(CCN(C(=O)c3ccccc3C)CC2)C1=O
    -5	-9	25
> Nc1nnc(C2CCC(=Cc3ccc(Cl)cc3Cl)C2=O)s1 (stereo not given)
    5	-1	0
> CCn1nnc2c(Nc3ccc(Br)c(C)c3)ncnc21
    -1	-2	-9
> CCc1ccc(OCCN(C)C(=O)c2cn[nH]c2C)cc1
    -10	-7	-1
> CN(C)CCNC(=O)[C@@]1(OCc2ccc(F)cc2)CC(OCc2ccc(C(F)(F)F)cc2)[C@@H]2OC(C)(C)O[C@@H]2C1 (stereo not given in full)
    -4	10	4
> O=C(C1=C2SC=C(c3ccc(Br)cc3)N2CC1)c1cncc(Br)c1
    x	-8	4
> Cc1cccc(C(=O)N2CCSC23CCN(C(=O)NC2CCCCC2)CC3)c1
    -2	-1	8
> CN(Cc1ccccn1)Cc1cn(C)nc1-c1ccc(C2CCCCC2)cc1
    -9	-8	14
> CC(=O)Nc1ccc(CNC(=O)CNC(C)c2cnn(C)c2)cc1 (stereo not given)
    -13	1	-4
> Cc1ccoc1C(=O)N(C)CCCc1cnn(C)c1
    -20	-5	0
> CC1C(=O)N(c2cccc(C(F)(F)F)c2)CCN1C(=O)c1cccc(Br)c1 (stereo not given)
    -4	-4	-3
> Cc1ccc(NC(=O)CN(C)C(=O)c2cccc(F)c2)nc1
    x	-1	4
> CCC(O)C1CCN(c2ccc(-c3ccccc3OC)nn2)CC1 (stereo not given)
    x	-4	2
> O=C(CN1CCOC1=O)N1CCCC(N2CCN(Cc3ccc4c(c3)OCO4)CC2)C1 (stereo not given)
    x	-5&-8	0&0
> CC1(C(=O)Nc2cccc(Oc3ccccc3)c2)CCN1Cc1cc2ccccc2o1 (stereo not given)
    x	-1	-1
> CCCn1c(C)c(C)n2c3c(=O)n(CC(=O)OCC)c(=O)n(C)c3nc12
    -6	-4	x
> CC1=C(C(=O)Nc2ccccc2C)C(c2cccnc2)n2nc(SCc3ccccc3)nc2N1 (stereo not given)
    x	-7	-5
> COCOc1cccc(CN2CCC2(C)C(=O)Nc2ccc(C)c(O)c2)c1 (stereo not given)
    x	-8	8
> COc1cc(C)c(S(=O)(=O)Nc2ccc(-c3ccc(N4CCN(C)CC4)nn3)cc2)cc1C
    -6	2	8

Further results.
Values run as follows: mcGAS inh	hcGAS lum	NPYLR7 agonist
> CCOC(=O)CCn1c(=O)c2c(nc3n(C(C)CC)c(C)c(C)n23)n(C)c1=O (stereo not given)
    x	-3	-5
> CC1(C)C(c2ccccc2)=NC(c2ccccc2)=[N+]1[O-]
    x	-3	-1
> O=c1oc2cc(O)ccc2cc1-c1nnc(Nc2ccc(Cl)cc2Cl)s1
    2	5	-8
> CC1=C(C(=O)OC(C)C)C(c2ccccc2[N+](=O)[O-])C2=C(CCCC2=O)N1 (stereo not given)
    x	-5	2
> O=C1O[C@@H]2[C@@H]3NC(=S)N(CC4CCCCC4)[C@@H]3[C@H]1C[C@H]2O
    -3	2	-9
> Cc1cc(C)cc(C(=O)Nc2ccc(Nc3ccc(-n4cccn4)nn3)cc2)c1
    -8	-5	-2
> FC(F)(F)c1cccc(N2CCN(Cn3nc(-c4ccncc4)oc3=S)CC2)c1
    x	-6	-4
> CCN(CC1CCCO1)C(=O)CCc1nnc(Cc2c[nH]c3ccccc23)o1 (stereo not given)
    x	1	7
> O=C(Nc1cccc(Cl)c1)N1CCN(C(C(=O)N2CCc3ccccc3C2)C2CCCC2)CC1 (stereo not given)
    -5	-6	15
> CC(C)CCn1c(N2CCCCCC2)nc2c1c(=O)[nH]c(=O)n2C
    -4	-4	-10
> Cc1nccnc1-c1ccc(-c2ccn[nH]2)cc1
    x	-8	18
> COc1cc(/C=C/C(=O)Oc2coc(CSc3nccn3C)cc2=O)cc(OC)c1OC
    -2	-2	-9
> Cc1nc(CN2CC(OCc3ccncc3)CN(Cc3ccc(F)cc3F)CC2=O)cs1 (stereo not given)
    -9	-28	20
> CC(C(=O)NC(C)(C#N)C(C)C)N1CCCc2ccccc21 (stereo not given)
    x	-7	-2
> CCCCNC(=O)CCC(=O)c1ccc2ccccc2c1
    -8	-7	9
> COc1ccc(OC)c(S(=O)(=O)n2ccnc2-c2ccccc2)c1
    x	-8	1
> O=S(=O)(Nc1ccc(-n2cnnn2)cc1)c1ccc(OC(F)(F)F)cc1
    x	-6	2
> COC(=O)Cn1c(=NC(=O)c2ccn(C)n2)sc2c(OC)ccc(OC)c21
    -5	1	x
> COc1ccc(CN(CCN(C)C)C(=O)c2cccc(F)c2)cc1OS(=O)(=O)C(C)C
    -7	-7	1
> O=C(Cc1cccs1)N1CCCN(C(=O)CN2CCc3sccc3C2c2cccc(F)c2)CC1 (stereo not given)
    -4	1	6

4 of the compounds above, as labelled records:
O=S(=O)(Nc1ccc(-n2cnnn2)cc1)c1ccc(OC(F)(F)F)cc1
  mcGAS inh: x; hcGAS lum: -6; NPYLR7 agonist: 2
COC(=O)Cn1c(=NC(=O)c2ccn(C)n2)sc2c(OC)ccc(OC)c21
  mcGAS inh: -5; hcGAS lum: 1; NPYLR7 agonist: x
COc1ccc(CN(CCN(C)C)C(=O)c2cccc(F)c2)cc1OS(=O)(=O)C(C)C
  mcGAS inh: -7; hcGAS lum: -7; NPYLR7 agonist: 1
O=C(Cc1cccs1)N1CCCN(C(=O)CN2CCc3sccc3C2c2cccc(F)c2)CC1 (stereo not given)
  mcGAS inh: -4; hcGAS lum: 1; NPYLR7 agonist: 6

(listing goes on)
Values run as follows: mcGAS inh	hcGAS lum	NPYLR7 agonist
> COc1ccc(CCNC(=O)Cn2ccn3nc(-c4ccc(C)cc4)cc3c2=O)cc1OC
    -1	-2	1
> COc1ccc(S(=O)(=O)N2CCC(CCc3ccc4c(c3)OCO4)CC2)cc1
    2	4	6
> CCC(C)Nc1nc(SC)nc(-c2ccccc2)c1C#N (stereo not given)
    -8	-5	-12
> N=C1C(c2ccccc2)C(=O)CN1c1cccc(F)c1 (stereo not given)
    x	1	0
> CCCc1cc(NCCOCCO)n2nc3nc(C)cc(C)c3c2n1
    -6	-11	5
> CCOc1ccccc1N1CCN(C(=O)c2cc(-c3ccccc3OC)n3nc(C)c(-c4ccccc4)c3n2)CC1
    -7&-7	-4&-5	-7
> O=[N+]([O-])c1ccc(Cl)c(OC2=NS(=O)(=O)c3ccccc32)c1
    -5	-2	-11
> COc1ccc(-n2c(C3CC3)n[nH]c2=S)cc1
    x	-5	-5
> O=C(Nc1ccc(Cl)c(Cl)c1)c1occc1COc1ccccc1
    x	-12	11
> Cc1ccc(OCCCOc2ccc(CO)nc2)cc1C
    x	5	-3
> COc1cc2nc(C(C#N)C(=O)CSC(C)=O)[nH]c(=O)c2cc1OC (stereo not given)
    -14	-5	6
> Cn1nc(C(C)(C)C)cc1C(=O)N1CCCCC1c1cc(C(=O)Nc2ccccc2)no1 (stereo not given)
    -5	-5	8
> O=C(CC(=O)N1CCCC1)N1CCCC1
    x	-7	0
> CCOC(=O)c1nc2ccccc2nc1N1CCN(S(=O)(=O)c2ccc(OC)cc2)CC1
    -5	-9	13
> COc1ccc(NC(=O)C2(C)CCN(C)C2)cc1OC (stereo not given)
    x	-5	2
> Cc1c(C#N)c2nc3ccccc3n2c(=O)c1=CNc1ccc2c(c1)OCO2
    x	-1	15
> CSCCCNC(=O)c1ccc(-c2cc(-c3cccc4ccccc34)[nH]n2)cc1
    -6	-3	17
> Cc1cnc2c(C(=O)N(C)Cc3cn[nH]c3-c3ccccc3)cnn2c1
    -18	-4	21
> CCc1cc(N2CCN(c3ccccc3F)CC2)nc(SCc2cccc(C(=O)NC3CC3)c2)n1
    1	1	2
> COc1cc(CN2CCC(C(=O)NC(c3ccc4c(c3)OCO4)c3ccccn3)CC2)cc(OC)c1 (stereo not given)
    -1	-4	7

Four entries from above, as labelled records.
molecule: Cn1nc(C(C)(C)C)cc1C(=O)N1CCCCC1c1cc(C(=O)Nc2ccccc2)no1 (stereo not given)
- mcGAS inh: -5
- hcGAS lum: -5
- NPYLR7 agonist: 8

molecule: O=C(CC(=O)N1CCCC1)N1CCCC1
- mcGAS inh: x
- hcGAS lum: -7
- NPYLR7 agonist: 0

molecule: CCOC(=O)c1nc2ccccc2nc1N1CCN(S(=O)(=O)c2ccc(OC)cc2)CC1
- mcGAS inh: -5
- hcGAS lum: -9
- NPYLR7 agonist: 13

molecule: COc1ccc(NC(=O)C2(C)CCN(C)C2)cc1OC (stereo not given)
- mcGAS inh: x
- hcGAS lum: -5
- NPYLR7 agonist: 2

(cont.)
Values run as follows: mcGAS inh	hcGAS lum	NPYLR7 agonist
> CCCc1cc(CN(C)C(=O)CC2C(=O)NCCN2Cc2ccccc2C)[nH]n1 (stereo not given)
    x	-6&-4	-2
> CC(=O)Nc1nc(C(=O)N2CCC(Oc3ccc(C)c(C)c3)CC2)cs1
    -17	-8	2
> C=CCCC(O)CN(CCOC)Cc1cccs1 (stereo not given)
    -2	-2	5
> COc1ccccc1S(=O)(=O)Nc1nc(SC(C)C)n[nH]1
    x	3	1
> Cc1cccc(Cn2c(=O)c3c(nc4n(CCCN5CCOCC5)c(C)c(C)n34)n(C)c2=O)c1
    x	-1	6
> COc1ccc(NC(=O)c2cn(C)nc2OC)cc1
    x	-2	4
> COc1ccc(S(=O)(=O)N2CCC(Cc3ccccc3)CC2)cc1N1CCN(C(=O)c2c(OC)cccc2OC)CC1
    -4	-3	14
> Cc1cc(C)c(S(N)(=O)=O)cc1N(C)S(C)(=O)=O
    x	-4	13
> CCn1cnc2c(c(Br)nn2C)c1=O
    0	4	4
> CCOC(=O)c1[nH]c(C)c(C(=O)CN(CC)C(=O)COCc2ccccc2)c1C
    -6	-11	-3
> COc1ccc(CNC(=O)CN2CCCC2c2ccc3c(c2)OCCO3)cc1OC (stereo not given)
    -4	-1	-1
> COc1ccc(-n2nc(-c3ccccc3)cc2NC(=O)CN(C(=O)c2ccc(OC)cc2OC)C(C)C)cc1
    -5	-8	x
> O=C(Nc1ccc2ccccc2n1)C1CC2CCC1C2 (stereo not given)
    x	-17	0
> Cc1noc(C)c1CCCNC(=O)c1ccc(-c2ccncc2)nc1
    x	2	-2
> COc1ccc(-c2nnc(NC(=O)C(Cc3ccccc3)NC(=O)NCc3ccccc3)s2)cc1 (stereo not given)
    -4	0	1
> O=C(Nc1cccc(Cl)c1)C(C1CCCC1)N1CCN(C(=O)c2ccc(Cl)c(Cl)c2)CC1 (stereo not given)
    1	2	-1
> CC(=O)Nc1cccc(C(C)NC(=O)Nc2ccccc2N2CCCCC2)c1 (stereo not given)
    x	2	-9
> O=C(c1ccc(Cl)cc1)N(Cc1cccnc1)Cc1nccn1Cc1ccccc1F
    -3	-2	12
> Cc1ccsc1C(O)c1nnc(N(C)c2ccccc2)s1 (stereo not given)
    -4	-2	-2

Screening data as filed in PubChem.
